GRK2 inh = human GRK2 inhibition via aptamer displacement. P25098. bead flow cytometry, FAM-aptamer displacement from GRK2. inhibition of aptamer binding, % at 10 µM. actives 0.59% (n = 330,000). AID 488847;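 active = inhibition of aptamer binding above 40%, roughly 3 SD of noise, on plates passing a quality check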;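 also: median bead fluorescence of bound FAM aptamer so fluorescent compounds give negative values; no value below 0 was filed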
GASC-1 inh = blocks human GASC-1 demethylase activity | GST-JMJD2C(1-420) H3K9me3 demethylation, DELFIA europium | inhibition, % at 2.35 µM | AID 2099 | actives 0.069% (n = 330,000) | Q9H3R0;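 active = more than half of a compound's replicate wells show inhibition beyond 50%, single wells judged on their own value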;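 also: signal counts dimethyl H3K9 product captured on neutravidin plate; 0% = median of DMSO wells and 100% = 0.3 times that DMSO median; strong numbers were not always called active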
VLA-4 inh = inhibition in a human VLA-4 binding assay. P13612. VLA-4 expressing cells, ligand binding flow cytometry. inhibition, % (about 7 µM as worked out from the volumes in the protocol). actives 0.2% (n = 330,000). AID 2557; in the data active = inhibition above about 50%
Target sequence (P13612 whole entry, looked up): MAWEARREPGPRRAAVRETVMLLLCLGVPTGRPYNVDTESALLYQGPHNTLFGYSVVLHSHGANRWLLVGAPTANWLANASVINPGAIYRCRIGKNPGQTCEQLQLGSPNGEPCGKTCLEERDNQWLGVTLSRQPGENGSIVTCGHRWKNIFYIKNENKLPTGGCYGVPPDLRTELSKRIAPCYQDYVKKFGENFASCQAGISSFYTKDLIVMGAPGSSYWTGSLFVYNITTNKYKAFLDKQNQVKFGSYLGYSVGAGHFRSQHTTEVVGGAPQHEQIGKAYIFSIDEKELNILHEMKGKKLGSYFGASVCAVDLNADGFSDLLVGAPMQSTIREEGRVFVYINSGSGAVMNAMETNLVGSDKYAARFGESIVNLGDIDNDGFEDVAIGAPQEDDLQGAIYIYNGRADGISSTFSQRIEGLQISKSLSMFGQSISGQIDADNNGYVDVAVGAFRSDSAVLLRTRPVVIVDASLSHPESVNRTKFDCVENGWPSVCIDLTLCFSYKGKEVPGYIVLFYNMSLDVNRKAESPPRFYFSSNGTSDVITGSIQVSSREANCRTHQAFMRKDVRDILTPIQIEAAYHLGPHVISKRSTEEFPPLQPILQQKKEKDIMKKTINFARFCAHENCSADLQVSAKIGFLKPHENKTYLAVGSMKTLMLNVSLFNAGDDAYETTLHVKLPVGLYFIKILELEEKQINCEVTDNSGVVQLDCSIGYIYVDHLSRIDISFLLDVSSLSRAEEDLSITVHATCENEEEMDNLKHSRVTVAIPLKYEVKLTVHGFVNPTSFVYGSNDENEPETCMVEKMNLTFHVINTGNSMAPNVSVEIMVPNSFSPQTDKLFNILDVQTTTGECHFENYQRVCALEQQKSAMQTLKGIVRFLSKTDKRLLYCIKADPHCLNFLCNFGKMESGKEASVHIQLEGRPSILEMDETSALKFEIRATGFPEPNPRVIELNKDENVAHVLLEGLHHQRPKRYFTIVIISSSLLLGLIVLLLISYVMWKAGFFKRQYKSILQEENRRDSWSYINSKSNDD
CIT2 TOR yeast = yeast TOR pathway CIT2-GFP modulation; GFP response vs DMSO, % at 10 µM; AID 2029; S. cerevisiae CIT2-GFP strain, flow cytometry, 3 h; 100 means same as DMSO wells; actives 0.065% (n = 320,000);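 active = GFP response relative to DMSO above a set limit, near the screen mean plus 3 SD, cut at about 150% in these data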;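 also: ratio of well median GFP fluorescence to mean of DMSO wells on the plate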
AGP1 TOR yeast = modulators of TOR pathway AGP1-GFP in S. cerevisiae. S. cerevisiae AGP1-GFP multiplex flow cytometry, 3 h; GFP as percent of DMSO wells. GFP response vs DMSO, % at 10 µM. actives 0.02% (n = 320,000);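 active = GFP response relative to DMSO above a set limit, near screen average plus 3 SD, cut at about 150% in these data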;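 also: median GFP channel fluorescence of the gated AGP1 strain per well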
RPL19A TOR yeast = alters RPL19A-GFP fluorescence in TOR pathway yeast screen; S. cerevisiae RPL19A-GFP strain, flow cytometry, 3 h; active compounds read low; percent response vs DMSO, % at 10 µM; actives 0.3% (n = 330,000);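 active = percent response vs DMSO below 50%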;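 also: median channel GFP fluorescence of the barcoded RPL19A-GFP strain; ratio of sample median GFP to plate DMSO average so 100% = DMSO; lower means less RPL19A-GFP as with rapamycin TOR inhibition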
LAP4 TOR yeast = yeast TOR pathway LAP4-GFP modulation; S. cerevisiae LAP4-GFP multiplex, flow cytometry GFP, 3 h; median GFP as percent of DMSO wells; GFP response vs DMSO, % at 10 µM; actives 0.34% (n = 320,000);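 active = GFP response vs DMSO above a set limit, about the screen mean plus 3 SD, cut at about 150% in these data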
MEP2 TOR yeast = alters MEP2-GFP fluorescence in TOR pathway yeast screen | S. cerevisiae MEP2-GFP strain, flow cytometry GFP, 3 h; 100% = DMSO control level | GFP response vs DMSO, % at 10 µM | actives 0.51% (n = 330,000) | AID 2016;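 active = GFP response versus DMSO above a set limit, roughly screen mean plus 3 SD, cut at about 180% in these data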;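 also: median GFP fluorescence of the barcode-gated MEP2-GFP cells per well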
* hit, by the source's call; x = not tested or not shown; & = joins results of further samples.

GRK2 inh,GASC-1 inh,VLA-4 inh,CIT2 TOR yeast,AGP1 TOR yeast,RPL19A TOR yeast,smiles,LAP4 TOR yeast,MEP2 TOR yeast
0,5,34,100,107,98,Cc1ccc(Cn2nc(C)c(NC(=O)c3nn(C)cc3Cl)c2C)cc1,96,117
2,4,1,97,88,98,COc1ccc(-c2noc(-c3ccccc3C(=O)NCc3ccco3)n2)cc1OC,99,92
1,9,2,103,101,105,C[C@H](NC(=O)Cc1cccc2ccccc12)C(=O)NCc1ccccc1,94,100
4,2,17,106,103,93,Cc1cccc2nc3c(nc12)-c1ccccc1C3=O,108,98
0,0&-4,-11,111,100,99,Cc1ccc(Cl)cc1N1CCN(C(=O)COc2ccc(S(=O)(=O)NC(C)C)cc2)CC1,104,96
3,11,-4,100,105,105,CC(C)N(Cc1nc(-c2ccccc2)no1)C(=O)COc1ccccc1,98,95
3,2,-2,100,107,106,CC1CCN(S(=O)(=O)c2ccc3c(c2)c(=O)c(C(=O)NCc2ccco2)cn3C)CC1,102,106
0,5,0,102,104,102,CCOc1cc2[nH]c(=S)n(CC3CCCO3)c(=O)c2cc1OCC (stereo unspecified),104,108
0,-2,13,100,98,104,COc1ccc(NC(=O)c2sc3nc(N4CCOCC4)c4c(c3c2N)CC(C)(C)OC4)cc1,83,108
2,-2,46,104,103,102,CC1CN(CCOCCSc2ccccc2)CC(C)O1 (stereo unspecified),96,101
0,-4,12,97,98,102,CCc1cccc(CC)c1NC(=O)/C(C#N)=C/c1ccccc1C(F)(F)F,98,104
0,-14,-11,99,98,97,O=C(CC(c1ccccc1)c1ccccc1O)NCc1ccco1 (stereo unspecified),93,98
1,1,9,95,100,100,COc1cccc(C2C(C(=O)OC(C)C)=C(C)Nc3ncnn32)c1 (stereo unspecified),100,100
0,10,5,110,118,102,FC(F)(F)c1cnc(N2CCSCC2)c(Cl)c1,95,103
0,14,-8,116,112,103,COc1cc(Cl)c(S(=O)(=O)n2cnc(C)c2)cc1Cl,99,113
0,1,-5,91,92,100,COc1ccc(S(=O)(=O)N2CCN(C(=O)Nc3ccccc3OC)CC2)cc1,89,98
1,-6,5,95,100,98,CC(C)Cn1c(Cc2ccccc2)n[nH]c1=S,96,95
0,-1,5,98,99,102,COc1ccc(CC(=O)OCC(=O)NCCc2ccccc2)cc1OC,98,103
0,2,-1,100,96,98,O=C(CN1C(=O)NC2(CCCCCC2)C1=O)NCc1ccc(Cl)cc1,100,102
3,1,13,90,99,99,CN(C)S(=O)(=O)c1ccc(N2CCCC2)c(C(=O)OCC(=O)NC2CCCCC2)c1,97,99
0,-9,13,102,109,97,O=C(NCCN1CCCCCC1)c1ccc(N2CCCC2=O)cc1,102,96
3,6,7,106,100,103,CC(C)C[C@H](NC(=O)N1CC(=O)Nc2ccccc21)C(=O)N[C@@H](C(=O)O)c1ccccc1,99,116
0,0,-2,x,93,99,O=C1c2ccccc2C(=O)N1CC(O)Cn1nnc2ccccc21 (stereo unspecified),93,94
11,22,9,116,106,102,COC(=O)C1(C(=O)OC)NOC2C(=O)N(N(C)c3ncc(C(F)(F)F)cc3Cl)C(=O)C21 (stereo unspecified),108,112
0,8,-8,107,100,100,O=C(NNc1cccc(Cl)n1)c1cccnc1Cl,98,100
0,4,1,91,92,115,Cc1cc(C)cc(NC(=O)Nn2cnnc2)c1,85,103
0,-6,-1,94,102,96,Cc1ccc2[nH]c3c(c2c1)CN(C(=O)CN1CCCCC1)CC3,110,98
2,111,-3,98,104,97,CCCCNC(=O)c1ccc(N2CCOCC2)c(NS(=O)(=O)c2ccc(OC)cc2)c1,109,106
0,9,-7,99,100,95,OC(COCC1COc2ccccc2O1)CN1CCN(c2ccccn2)CC1 (stereo unspecified),93,97
0,-5,1,110,106,101,COc1ccc(S(=O)(=O)N2CCC(C(=O)NCCN3CCOCC3)CC2)cc1OC,105,109
1,10,-13,108,107,100,COc1ccc(CN2CC(C(=O)NCCc3ccccc3)CC2=O)cc1 (stereo unspecified),104,97
0,-25,6,108,102,100,CSc1nc(C)cc(OCCNS(=O)(=O)c2cc(C)ccc2C)n1,96,104
0,-3,10,100,108,105,c1ccc2c(c1)nc1n2CCN1CCNC1CCCCC1,102,105
0,-1,2,98,102,98,Cc1ccc(S(=O)(=O)N2CCC(C(=O)NCc3ccccc3CN3CCCC3)CC2)cc1C,100,98
0,-8,14,88,92,97,COc1ccc(-c2cc(C3CC3)nc(SCC(=O)c3cccs3)c2C#N)cc1,92,88
0,5,13,98,88,93,Cc1ccccc1CNC(=O)CN(c1ccccc1Cl)S(C)(=O)=O,79,94
3,-3,6,104,102,103,Cc1cc(C)c(NC(=O)CCCCCNC2CCCCC2)c(C)c1,98,108
0,-4,-6,95,99,103,COc1cc(-c2n[nH]c(=S)n2Cc2ccccc2)cc(OC)c1OC,90,105
0,-2,-22,105,99,100,CCCCN(C)/C=N/c1c(C#N)cnn1-c1ccc(C)cc1,104,128
0,1,-7,102,100,97,Cc1ccc(SCc2cc(=O)[nH]c(N3CCN(C)CC3)n2)cc1,98,98
0,x,11,93,89,97,O=C(Nc1ncnc2c1C(c1ccccc1)c1c(ccc3ccccc13)O2)c1ccccc1 (stereo unspecified),97,94
1,2,5,92,92,101,O=C(NCc1cccnc1)C1CCCN(S(=O)(=O)c2cccc3nsnc23)C1 (stereo unspecified),92,99
0,-8,-9,110,111,101,Cc1nc2ccc(Br)cn2c1C(=O)N/N=C\c1ccccc1[N+](=O)[O-],101,102
0,-3,2,91,90,96,CCC(=O)Nc1cccc(NC(=O)CN2CCN(c3ccccc3OC)CC2)c1,86,92
1,-6,8,101,101,100,CCCc1nc(C)c(-c2ccc(OC)c(OC)c2)c(=O)[nH]1,103,104

2 compounds from above with just RPL19A TOR yeast, LAP4 TOR yeast and AGP1 TOR yeast:
Molecule	RPL19A TOR yeast	LAP4 TOR yeast	AGP1 TOR yeast
COc1ccc(-c2cc(C3CC3)nc(SCC(=O)c3cccs3)c2C#N)cc1	97	92	92
Cc1ccccc1CNC(=O)CN(c1ccccc1Cl)S(C)(=O)=O	93	79	88

Next part.
GRK2 inh,GASC-1 inh,VLA-4 inh,CIT2 TOR yeast,AGP1 TOR yeast,RPL19A TOR yeast,smiles,LAP4 TOR yeast,MEP2 TOR yeast
5,-6,-6,96,100,97,Cc1cc(C)c(S(=O)(=O)N2CCCCC2CCNC(=O)C(=O)NC2CC2)c(C)c1 (stereo unspecified),97,103
0,-4,8,96,107,100,O=C(Nc1cccnc1)C1CC(c2ccc(Cl)c(Cl)c2)=NO1 (stereo unspecified),104,104
0,-2,0,90,100,105,Cc1ccc(-c2csc3ncnc(N4CCN(C(=O)c5ccccc5)CC4)c23)cc1,112,103
1,-5,-9,100,111,105,Cc1ccc(CNC(=O)CCCC(=O)O)cc1,120,116
14,9,5,98,102,103,CCOC(=O)c1sc(N2C(=O)C(O)=C(C(=O)c3ccc(C)o3)C2c2ccc(OC)c(OC)c2)nc1C (stereo unspecified),98,105
0,0,12,101,107,100,O=C(COc1coc(CN2CCc3ccccc3C2)cc1=O)N1CCOCC1,103,107
1,11&4,-1,98,99,97,COc1ccc2nc(NC(=O)C3CCCN(S(=O)(=O)c4cccc5nsnc45)C3)sc2c1 (stereo unspecified),100,105
1,7,1,117,118,102,N#CCN1C(=O)C2CCCN2c2ccc(S(=O)(=O)N3CCOCC3)cc21 (stereo unspecified),115,110
0,-4,-10,105,102,98,CN(C)C(=O)N1CCC(C(=O)NCc2ccc(F)cc2Cl)CC1,105,103
0,7,2,97,99,98,COc1ccc(CCNC(=O)c2c(C)cc(=O)oc2C)cc1OC,99,100
2,-2,-5,94,94,98,CC1=C(C(=O)Nc2ccccc2C(F)(F)F)C(c2sccc2C)NC(=S)N1 (stereo unspecified),97,103
6,3,24,103,97,99,Cn1nccc1C(=O)Nc1ccc(OC(=O)c2ccnn2C)cc1,98,102
0,5,21,104,99,95,CCNc1ccc(C(=O)OCC(=O)N2CCCC2)cc1[N+](=O)[O-],102,97
0,-7,-10,97,97,94,COc1ccc(CNC(=O)COc2ccc(S(=O)(=O)NC(C)C)cc2)cc1,98,96
0,26,2,110,109,101,COc1cccc2c1-c1c(O)cccc1C2=O,90,106
3,-9,-4,108,100,97,CCOc1cc(N2CCOCC2)c(OCC)cc1NC(=O)COC(=O)[C@H](Cc1c[nH]c2ccccc12)NC(C)=O,101,102
3,9,-2,107,105,101,Cc1ccc(N=Nc2c(O)[nH]c(=O)[nH]c2=O)cc1S(=O)(=O)Nc1ccc(Br)cc1,97,101
1,155,0,104,105,106,O=C(O)/C=C/C(=O)Nc1nccs1,94,92
0,13,7,98,98,105,COc1ccc(N2CCN(C(=O)CCNS(=O)(=O)c3ccccc3)CC2)cc1,106,96
0,-5,-24,90,89,95,CC(=O)Nc1ccc(S(=O)(=O)NCc2nnnn2-c2ccc(F)cc2)cc1,97,104
0,-3,-7,106,101,102,O=C(Nc1nncs1)C1(c2ccccc2)CCCC1,101,106
3,-12,9,103,101,109,CCOc1ccc(-c2nc(C#N)c(N3CCN(C)CC3)o2)cc1,104,110
0,-4,15,96,98,97,CN(C)CCCNC(=O)C(=O)Nc1cc2c3c(c1)CC(=O)N3CCC2,95,97
0,15,-5,98,96,104,CCOc1ccc(-c2csc(/C(C#N)=C\c3ccc(O)c([N+](=O)[O-])c3)n2)cc1,93,103
0,6,2,83,94,96,Cc1cc(Nc2ccccc2)n(-c2ccc(Br)cc2)n1,105,96
0,3,-2,100,98,107,Nc1ccc(N2C(=O)c3ccccc3C2=O)c(Cl)c1,92,103
0,-1,30,106,101,107,NCCCC[C@@H](C(=O)N1CCNCC1)n1cc(CN)nn1,109,100
15,19,-4,x,95,98,Cc1ccc(N(CCCCN2C(=O)c3ccccc3C2=O)C(=O)c2cccs2)cc1,90,92
0,6,4,149,70,97,CC(C)(C)C1CCC(=NOC(=O)c2ccc(F)cc2)CC1 (stereo unspecified),141,104
0,-6,9,103,102,106,CCOC(=O)/C=C/c1nc(C(=O)OCC)c(C)c(=O)[nH]1,97,103
0,4,2,66,72,110,O=C(N/N=C\c1cn[nH]c1-c1ccccc1)c1cccnc1,92,89
2,-15,9,96,102,103,Cc1cc(Br)ccc1NC(=O)CN1CCN(c2ccccn2)CC1,93,105
0,4,-10,89,98,105,O=C(Nc1nc(-c2ccco2)c(-c2ccco2)s1)c1cnccn1,97,105
0,92,11,114,97,101,O=C(Nc1nc(-c2ccccc2)cs1)C1CCCN(S(=O)(=O)c2ccccc2)C1 (stereo unspecified),106,109
2,2,20,102,111,103,O=C(CCN1CCOCC1)c1ccccc1,110,111
3,4,-6,93,89,100,COc1cccc(C(=O)NNS(=O)(=O)c2ccc(C)cc2)c1,100,105
1,7,1,101,103,102,COCCn1c(SCC(=O)Nc2ccc3c(c2)CCC3)nc2ccccc2c1=O,88,105

Retrieved by structure from the list above, six records:
GRK2 inh,GASC-1 inh,VLA-4 inh,CIT2 TOR yeast,AGP1 TOR yeast,RPL19A TOR yeast,smiles,LAP4 TOR yeast,MEP2 TOR yeast
1,7,1,101,103,102,COCCn1c(SCC(=O)Nc2ccc3c(c2)CCC3)nc2ccccc2c1=O,88,105
0,92,11,114,97,101,O=C(Nc1nc(-c2ccccc2)cs1)C1CCCN(S(=O)(=O)c2ccccc2)C1 (stereo unspecified),106,109
3,4,-6,93,89,100,COc1cccc(C(=O)NNS(=O)(=O)c2ccc(C)cc2)c1,100,105
2,2,20,102,111,103,O=C(CCN1CCOCC1)c1ccccc1,110,111
0,4,2,66,72,110,O=C(N/N=C\c1cn[nH]c1-c1ccccc1)c1cccnc1,92,89
0,4,-10,89,98,105,O=C(Nc1nc(-c2ccco2)c(-c2ccco2)s1)c1cnccn1,97,105

Screens from PubChem BioAssay.
